Source: PubChem BioAssay
M5 PAM: CHRM5 positive allosteric modulation; activation, % at 3 µM; P08912; CHO-K1 hM5, Fluo-8 calcium, ACh EC20 PAM; 0% = ACh EC20, 100% = ACh EC100; 360,000 compounds, 0.3% hits;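 active means activation above the run cutoff, the mean activation of all test compounds plus 3 SD, cut at about 18% in these data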
Target sequence (P08912 whole entry, looked up): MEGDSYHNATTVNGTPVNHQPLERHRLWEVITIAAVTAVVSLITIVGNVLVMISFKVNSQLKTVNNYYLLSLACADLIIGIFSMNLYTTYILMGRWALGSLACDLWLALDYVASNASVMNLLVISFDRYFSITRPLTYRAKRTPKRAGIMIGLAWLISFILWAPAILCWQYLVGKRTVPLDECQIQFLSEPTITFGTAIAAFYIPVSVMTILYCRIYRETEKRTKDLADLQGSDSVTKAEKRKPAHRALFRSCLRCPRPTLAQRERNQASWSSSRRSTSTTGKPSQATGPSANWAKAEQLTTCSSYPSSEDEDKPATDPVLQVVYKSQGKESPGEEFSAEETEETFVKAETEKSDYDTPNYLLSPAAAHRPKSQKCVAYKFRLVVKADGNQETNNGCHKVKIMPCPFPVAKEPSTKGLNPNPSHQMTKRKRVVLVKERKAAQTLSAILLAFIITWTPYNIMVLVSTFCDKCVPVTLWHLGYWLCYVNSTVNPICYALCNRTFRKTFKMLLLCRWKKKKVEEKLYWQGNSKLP
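Assay system – human M5 receptor in CHO-K1 cells · Read-out – % activation, ACh-normalized · Technique – Fluo-8 calcium fluorescence · Dosing – single-point, 3 µM nominal · Incubation – Fluo-8 loading 80 min at 37 °C plus 30 min room temperature · Repeats – singlicate, one well per test compound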
TAAR1 agonist: agonists of human TAAR1 | 360,000 compounds, 0.99% hits | Q96RJ0 | CHO RD-HGA16 TAAR1, Fluo-8 calcium fluorescence; vehicle wells 0%, saturating PEA agonist 100% | activation, % at 3 µM;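 active means activation above the mean activation of all test compounds in the run plus 3 SD, cut at about 38% in these data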
Target sequence (Q96RJ0 whole entry, looked up): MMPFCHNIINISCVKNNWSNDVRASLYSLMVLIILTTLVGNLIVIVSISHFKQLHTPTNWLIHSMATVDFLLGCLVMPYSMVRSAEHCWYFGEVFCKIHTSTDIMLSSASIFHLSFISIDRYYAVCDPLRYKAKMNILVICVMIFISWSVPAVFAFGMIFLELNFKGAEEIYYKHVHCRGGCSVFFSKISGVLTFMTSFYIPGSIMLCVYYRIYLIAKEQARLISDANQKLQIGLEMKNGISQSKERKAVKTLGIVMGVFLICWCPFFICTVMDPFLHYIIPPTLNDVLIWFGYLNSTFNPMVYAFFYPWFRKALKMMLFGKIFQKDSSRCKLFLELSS
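System: CHO-derived RD-HGA16 cells with stable Gα16 and human TAAR1 / Times: 17-24 h plating, Fluo-8 75 min 37 °C, 30 min RT / Technique: calcium-sensitive Fluo-8 signal, excitation 470-495, emission 515-575 nm / Measure: % activation relative to PEA EC100 response / Benchmarks: DMSO and PEA EC100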
M1 PAM parental: M1 PAM counterscreen hit in parental CHO-K1 cells. ATP EC20, Fluo-8 calcium fluorescence; 0% at ATP EC20, 100% at ATP max. activation, % at 3 µM. 360,000 compounds, 0.02% hits;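 active means activation above the run cutoff, the mean activation of all test compounds plus 3 SD, cut at about 40% in these data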;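 further: peak over basal fluorescence ratio in a 140 s read after ATP addition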
TAAR1 antag: antagonists of human TAAR1 | Q96RJ0 | CHO RD-HGA16 TAAR1, Fluo-8 calcium fluorescence, antagonist | inhibition, % at 3 µM | 360,000 compounds, 1.5% hits | AID 624466;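 active means inhibition above a per-plate cutoff, the mean inhibition of test compounds on that plate plus 3 SD, cut at about 49% in these data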;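 further: 0% = DMSO plus EC80 beta-PEA response and 100% = DMSO alone without agonist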
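System: CHO RD-HGA16 cells bearing hTAAR1. Reagent: EC80 β-phenethylamine stimulus. Schedule: seeding 17-24 h prior, 75-min 37 °C, 30-min RT dye loading. Signal: Fluo-8 intracellular calcium dye fluorescence, real-time kinetic reads. Read-out: % inhibition from peak post-agonist over basal fluorescence ratio. Benchmarks: vehicle wells and EC80 agonist wells. Replicates: n of 1.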
M4 PAM: CHRM4 positive allosteric modulation | CHO-K1 hM4/Gqi5, Fluo-8 calcium fluorescence, ACh EC20; 0% = ACh EC20, 100% = maximal ACh | activation, % at 3 µM | 360,000 compounds, 0.4% hits;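 active means activation above its plate's cutoff, the mean activation of sample wells plus 3 SD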; further: some results filed as inactive read as strong as hits
M5 antag: blocks acetylcholine activation of human M5 receptor | CHO-hM5 cells, Fluo-8 calcium fluorescence, ACh EC80 | P08912 | 360,000 compounds, 0.59% hits | inhibition, % at 3 µM | AID 624040;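 active means inhibition above a per-plate cutoff, the mean of that plate's test compounds plus 3 SD, cut at about 27% in these data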;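 further: 0% = acetylcholine EC80 with DMSO and 100% = DMSO without agonist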
CRFR2-BP antag: blocks CRF-induced signaling of the CRF-BP/CRF-R2 complex | inhibition, % at 11.8 µM | 350,000 compounds, 0.59% hits | HEK293 CRF-R2/CRF-BP, CRF-induced calcium fluorescence;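 active means inhibition of the ligand-induced calcium signal above about 50% at the single tested concentration, limit read from the data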
CRFBP-R2 agonist: agonists of human CRF-binding protein/CRF-R2 receptor complex | HEK293 CRF-R2/CRF-BP, calcium dye fluorescence (FLIPR); percent of saturating CRF peptide response | 350,000 compounds, 0.46% hits | activation, % at 13.2 µM;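 active means activation of at least 50%, plus an integration ratio under a set limit after plate pattern correction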;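 further: plate controls were neutral control wells without compound for no effect and CRF at EC100 for full effect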
CHRM5 agonist: CHRM5 agonism in calcium assay | P08912 | CHO-K1 hM5 cells, Fluo-8 calcium fluorescence; 0% DMSO wells, 100% maximal acetylcholine response | activation, % at 3 µM | 360,000 compounds, 0.19% hits | AID 624037;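 active means activation above the run's mean over test compounds plus 3 SD, cut at about 23% in these data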;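 further: signal is peak over basal fluorescence ratio across the kinetic read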
* marks the source's active call; other numbers are inactive results; / = no result given.

SMILES	M5 PAM	TAAR1 agonist	M1 PAM parental	TAAR1 antag	M4 PAM	M5 antag	CRFR2-BP antag	CRFBP-R2 agonist	CHRM5 agonist
CC(C)N1CCN(Cc2cnc(N3CCCC3)s2)CC1CCO (stereo not drawn)	1	3	11	0	-4	3	-19	2.8	-4
NC(=O)COc1ccc(S(=O)(=O)N2CCCC2)cc1	0	4	21	-6	7	0	-5	0.8	1
CC(C)=CCN1CCN(CCCn2cccn2)CC1CCO (stereo not drawn)	-1	1	25	-7	6	6	31	-1.1	-2
COc1ccc(-c2[nH]ncc2CN2C[C@@H]3CCC[C@H]2C3)c(F)c1	2	0	13	-2	7	-1	-2	-1.0	-10
CCCc1nc2ccccc2c(=O)n1-c1c(C)n(C)n(-c2ccccc2)c1=O	2	6	13	-10	14	-2	-28	-2.6	-4
COc1cccc(C(c2c(NC(=O)c3ccccc3)sc(C)c2C)N2CCN(C)CC2)c1 (stereo not drawn)	-7	13	14	-28	-2	2	-53	1.2	-2
CCN(CCCNC(=O)c1cc2c(-c3cccc(OC)c3)nn(C)c2s1)Cc1ccccc1	-6	1	-23	-12	-8	13	-17	2.2	-4
c1cncc(-c2nc3c(ccc4ccccc43)[nH]2)c1	-6	8	-9	0	-4	2	-1	0.5	3
COc1ccc(-c2cc3ccccc3nc2N)cc1OC	-7	10	-27	12	-4	4	15	0.4	5
COC(=O)c1cn(NC(=O)C2CCCO2)c(=O)c2ccccc12 (stereo not drawn)	-2	5	-2	-18	-10	3	43	-0.4	0
COc1ccc(CN2CCN(CCC(C)C)C(CCO)C2)cc1Cn1cncn1 (stereo not drawn)	2	2	12	9	-6	1	0	-0.5	-5
CN1CCN(c2ncnc3c2ncn3[C@H]2CN(Cc3cccs3)C[C@@H](CO)O2)CC1	0	0	0	4	2	6	/	/	0
O=C(COC(=O)c1cc[n+]([O-])cc1)NCCc1ccc(Cl)cc1Cl	-6	0	7	-2	-4	-3	4	-6.2	-3
COC(=O)c1ccccc1NC(=O)N1CCCC1	-5	0	16	14	1	20	13	-0.7	-5
O=C(CCn1c(=O)[nH]c2ccccc2c1=O)NCCSCc1ccccc1	-9	3	-5	-19	-4	12	-9	0.5	-1

Structures listed so far that have an aryl methoxy group:
SMILES	M5 PAM	TAAR1 agonist	M1 PAM parental	TAAR1 antag	M4 PAM	M5 antag	CRFR2-BP antag	CRFBP-R2 agonist	CHRM5 agonist
COc1ccc(-c2[nH]ncc2CN2C[C@@H]3CCC[C@H]2C3)c(F)c1	2	0	13	-2	7	-1	-2	-1.0	-10
COc1cccc(C(c2c(NC(=O)c3ccccc3)sc(C)c2C)N2CCN(C)CC2)c1 (stereo not drawn)	-7	13	14	-28	-2	2	-53	1.2	-2
CCN(CCCNC(=O)c1cc2c(-c3cccc(OC)c3)nn(C)c2s1)Cc1ccccc1	-6	1	-23	-12	-8	13	-17	2.2	-4
COc1ccc(-c2cc3ccccc3nc2N)cc1OC	-7	10	-27	12	-4	4	15	0.4	5
COc1ccc(CN2CCN(CCC(C)C)C(CCO)C2)cc1Cn1cncn1 (stereo not drawn)	2	2	12	9	-6	1	0	-0.5	-5

Next results
SMILES	M5 PAM	TAAR1 agonist	M1 PAM parental	TAAR1 antag	M4 PAM	M5 antag	CRFR2-BP antag	CRFBP-R2 agonist	CHRM5 agonist
OC(CNCCC(c1ccccc1)c1ccccc1)COc1ccccc1 (stereo not drawn)	-30	19	3	20	-18	15	-10	1.7	-15
C=CCNc1nc(-c2c(C)nc3ncccn23)cs1	-4	8	10	-4	1	9	3	0.7	-2
NS(=O)(=O)c1ccc(CNC(=O)c2cc(-c3ccccc3)nc3ccccc23)cc1	-11	10	3	65*	-15	13	-5	2.5	3
CCOC1OC(=O)C(Cl)=C1Nc1ccc(C)cc1 (stereo not drawn)	6	3	13	6	15	-22	1	0.0	-2
COc1ccc(N2C(=O)CSCC2=O)cc1OC	1	12	18	-10	14	-6	13	-1.8	-1
Cc1nc(CNS(=O)(=O)c2cc([N+](=O)[O-])ccc2C)cs1	-1	0	-8	-8	12	11	8	-1.6	0
CCn1c(C)cc(O)cc1=O	0	1	15	-4	18	0	-3	-0.5	0
CC(=O)CC(=O)Nc1ccccc1NC(C)=O	3	2	13	12	8	0	25	-0.4	1
C[C@@H]1COC(=O)[C@H](Cc2ccc(F)cc2)C/C=C\C[C@@H](CC(=O)N[C@H](CO)Cc2ccccc2)C(=O)N1	-6	2	2	3	3	16	0	-0.9	-4
CN(Cc1ccccc1)C(c1cc2ccccc2o1)c1nnnn1C(C)(C)C (stereo not drawn)	-6	4	25	15	-4	1	/	/	1
N=C1/C(=C\c2ccc(SCc3ccco3)o2)C(=O)N=C2SC=NN12	-7	12	9	14	7	6	-39	42	-3
O=C1C=C(c2ccc(OC(F)(F)F)cc2)C[C@@H](c2ccc(F)cc2)C1	-1	/	24	/	7	9	1	0.0	0
FC(F)(F)c1nnc(-c2ccccc2)nc1Oc1ccc(Cl)cc1Cl	0	2	14	5	-3	1	1	2.0	2
CC(C)Nc1nc(NC(C)C)nc(NS(=O)(=O)c2ccc(N)cc2)n1	1	11	2	-4	0	-3	-6	-0.8	4
O=C(c1ccc(-n2cncn2)c([N+](=O)[O-])c1)N1CCN(S(=O)(=O)c2ccccc2Br)CC1	0	2	8	-33	-1	0	4	0.8	-1
Cc1nc2ccccc2nc1SCC(=O)N1CCC(C)CC1	-2	7	10	4	3	1	11	0.2	3
CCCCc1nc2cc(C(=O)NC(C)c3cnn(C)c3)ccc2o1 (stereo not drawn)	-5	1	-3	-29	-8	-1	1	-1.3	-4
c1ccc(C2CC3CC(c4ccccc4)N2O3)cc1 (stereo not drawn)	-2	-1	21	-9	16	6	17	-2.2	-2
Cn1nc(C(=O)OCC(=O)NCCc2ccccc2)c2ccccc2c1=O	-7	1	-6	-12	6	-2	-4	0.4	0
CCC1CCCCN1C(=O)COC(=O)CN(C)S(=O)(=O)c1ccc(NC(C)=O)cc1 (stereo not drawn)	1	0	8	-13	-1	6	-1	0.2	1
CON=C(C(=O)NC1C(=O)N2C(C(=O)O)=C(CSc3nc(=O)c(=O)[nH]n3C)CSC12)c1csc(N)n1 (stereo not drawn)	1	1	-2	-11	4	-5	7	1.1	1
O=c1c(Cc2ccc(Cl)cc2Cl)c(O)ccn1CCCN1CCOCC1	0	5	22	-2	0	5	1	4.0	-1
CNC(=O)c1cc2cc(OC)ccc2oc1=O	-5	/	20	/	-3	11	15	-1.0	2
CN(C)c1nc(Oc2ccc(C(=O)OCC(=O)Nc3ccccc3)cc2)nc(N(C)C)n1	-9	4	5	29	-1	2	28	4.2	1
Cc1cccc(NC(=O)c2ccc(NCCO)c([N+](=O)[O-])c2)n1	-1	2	6	13	-12	4	-1	-2.4	2
COc1cccc(C(=O)N2CCN(Cc3cn[nH]c3-c3ccc(F)cc3F)CC2)c1	-3	5	8	5	0	12	1	0.0	-1
CN(C)CCN(C(=O)c1ccccc1Cl)c1nc2c(Cl)cccc2s1	7	1	14	-24	14	-11	-52	0.6	-5
Cc1cc(O)c(/C=N/Nc2ccccc2)c(=O)o1	-7	2	14	-4	7	4	26	-4.6	-5
CC(/C=N/NC(=O)Cn1nnc(N)n1)=C\c1ccc(C(C)C)cc1	3	3	4	-5	-5	-12	-14	-0.1	-1
CN(c1ccccc1)S(=O)(=O)c1ccc(C(=O)Nc2nccs2)cc1	2	4	5	31	0	-1	3	1.1	1
C=CC[C@@H](CC(=O)N(CCO)Cc1ccccc1)C(=O)N[C@@H](COC(=O)[C@@H](CC=C)Cc1ccc(F)cc1)Cc1ccccc1	1	8	7	25	10	11	-1	4.2	4
Cc1ccccc1C1=NC(C(F)(F)F)(C(F)(F)F)c2c(n(C)c(=O)n(C)c2=O)N1	-4	5	-2	-15	-5	-4	15	-1.4	1
COc1ccc(NC(=O)C2=C(C)NC(=O)NC2c2ccccc2[N+](=O)[O-])cc1 (stereo not drawn)	-3	1	10	2	-2	2	-10	0.9	-1
COCCCNC(=O)c1ccc(Cn2c(=O)c3ccccc3n(CC(=O)NCCc3ccc(OC)c(OC)c3)c2=O)cc1	5	1	-3	-18	7	2	-3	2.3	4
COC(=O)[C@@]1(Cc2ccc(F)cc2)[C@H]2c3cc(C(=O)N(C)C)n(Cc4ccc(C)c(F)c4F)c3C[C@H]2CN1C(=O)c1ccccc1	-4	3	15	-7	1	5	/	/	1
CCc1ncc(C)[nH]1	/	0	/	-17	/	/	2	-1.1	/
COC(=O)Nc1ccc(S(=O)(=O)N2CCCCC2C(=O)NCc2ccco2)cc1 (stereo not drawn)	-6	13	-3	6	4	0	-9	-1.5	0
Cc1nc(CC(=O)c2ccc(O)cc2O)cs1	4	3	9	16	0	-6	1	0.1	0
COc1cccc(-c2nc3n(n2)C(c2cccs2)C(C(=O)Nc2cccnc2)=C(C)N3)c1 (stereo not drawn)	-4	0	3	0	2	5	3	-0.8	3
O=C(COc1cccnc1[N+](=O)[O-])Nc1ccc2c(c1)OCO2	4	2	7	-14	17	-9	-9	1.8	-2
Cc1ccc(NC(=O)Cn2nnc(C(=O)NCc3cccs3)c2N)c(C)c1	2	9	6	-12	13	-9	2	-0.9	-3
O=C(NCCNCCO)C1(C(F)(F)F)C/C(=C\CCO)CCCO1 (stereo not drawn)	5	4	-15	-7	8	-5	0	-0.2	7
COc1cc(/C=C2\SC(=O)N(c3cccc(Cl)c3)C2=O)cc([N+](=O)[O-])c1O	11	-1	27	19	23*	-8	54*	-6.2	0
CCN(C(=O)CSc1ccc2ccccc2n1)C1CCS(=O)(=O)C1 (stereo not drawn)	3	2	-5	-21	5	9	2	-5.3	1
CCCc1cc(C(=O)NCc2cccnc2)no1	1	1	7	-12	-2	-1	5	-0.5	0
Cc1ccc(-c2n[nH]c(=O)c3ccccc23)cc1N	4	-1	16	5	6	-6	18	6.7	2
CCOC(=O)C1=C(C)N(C[C@@H]2CC[C@@H](Cc3ccc(-c4ccccc4)cc3)O2)C(=O)NC1c1ccc(-c2ccccc2)cc1 (stereo partly drawn)	1	0	13	-19	3	3	-1	3.3	1
COc1ccc(-c2nc(CN3CCN(c4ncccn4)CC3)c(C)o2)cc1C	6	9	2	5	-4	2	-23	1.4	-4
COc1cccc2c1C(=O)c1c(O)c3c(c(O)c1C2=O)CC(O)(C(=O)CO)CC3OC1CC(N(C)C)C(O)C(C)O1 (stereo not drawn)	-32	17	-10	9	-3	35*	-102	91*	55*
CC(C)N1C(=O)N(c2ccccc2)C(C)(O)CC1(C)C (stereo not drawn)	4	-1	3	8	3	0	7	-1.0	0
COc1cc(CNC(=O)CCCC(=O)c2ccccc2)cc(OC)c1OC	-3	0	6	-24	-2	2	-4	0.8	-2
